MCF10A rerep – A quantitative high throughput screen for small molecules that induce DNA re-replication in MCF 10a normal breast cells | AID 624296, 2012 | Potency, µM (top dose mostly 46.1 µM), without a hit: top-dose activity, positive = re-replication, most hits filed as activators | MCF 10A DNA re-replication, Hoechst nuclear intensity, 48 h | actives 2.9% (n = 350,000); also: potency is read from the fitted curve at half-maximal effect; % of control where 0% means no effect; nearly all actives have a fitted effect of over 50% in size
HT1080-NT tox – qHTS for induction of synthetic lethality in tumor cells producing 2HG: qHTS for the HT-1080-NT fibrosarcoma cell line; HT-1080-NT fibrosarcoma viability, CellTiter-Glo ATP luminescence, 48 h; Potency, µM (series often up to 46.1 µM), inactives show top-dose activity, negative = less viability, usual class: cytotoxic; actives 1.6% (n = 360,000); AID 686970, 2013;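 also: NT is the 2HG producing partner of a matched IDH1 knockdown line; potency is read from the fitted curve at half-maximal effect; 0% = DMSO-treated cells and -100% = media-only wells without cells; nearly all actives have a fitted effect of over 55% in size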
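A 48-hour cytotoxicity screen used HT-1080-NT cells plated 2 hours before compound delivery. ATP-based CellTiter-Glo luminescence measured viability, normalized to DMSO and no-cell controls.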
KB-V1 MDR tox – qHTS assay for MDR1-selective chemotherapeutics: Primary screen using the drug-selected MDR subline cells KB-V1; Potency, µM (series often up to 46.1 µM), for inactives: top-dose activity change, negative = cytotoxicity, most hits filed as cytotoxic; KB-V1 MDR cells viability, CellTiter-Glo, 72 h; AID 1347076, 2019; actives 3.4% (n = 400,000); also: potency is read from the fitted curve at half-maximal effect; % is scaled to controls: 0 for no effect and ±100 for the full control effect; nearly all actives have a fitted effect of over 60% in size
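In this primary screen, KB-V1 cells overexpressing P-gp are incubated with library compounds (lowest to highest concentration) for 72 h at 37 degrees C before a luminescent ATP viability read.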
SW480 rereplic – A quantitative high throughput screen for small molecules that induce DNA re-replication in SW480 colon adenocarcinoma cells; actives 1.8% (n = 340,000); SW480 DNA re-replication, Hoechst DNA content imaging, 48 h; Potency, µM (highest dose often 46.1 µM), without a hit: at the top dose re-replication activation, hits mostly activators; also: potency is read from the fitted curve at half-maximal effect; % of control where 0% means no effect; nearly all actives have a fitted effect of over 55% in size
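Hoechst fluorescence of nuclei (405 nm excitation, 500-530 nm emission) measured by plate-scanning imager after 48 hr compound exposure at 37 C; re-replication scored as increased number of nuclei with elevated intensity.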
HT1080 IDH1KD tx – qHTS for induction of synthetic lethality in tumor cells producing 2HG: qHTS for the HT-1080-IDH1KD cell line | Potency, µM (doses to about 46.1 µM), for the others: top-dose activity, negative = toxicity, most hits filed as cytotoxic | HT-1080 IDH1 knockdown viability, ATP luminescence, 48 h | actives 2% (n = 360,000) | AID 686971, 2013;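 also: potency is read from the fitted curve at half-maximal effect; 0% = DMSO wells and -100% = cell-free medium wells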
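After a 2 h attachment period, IDH1KD HT-1080 cells took pin-transferred compound for 48 h at 37 °C; ATP-based luminescence after 10 min room-temperature reagent incubation reported viability.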
DRD3 agonist – qHTS of D3 Dopamine Receptor Agonist: qHTS. actives 0.58% (n = 410,000). max activation, %. D(3) dopamine receptor (Homo sapiens), P35462. D3R DiscoveRx beta-arrestin cells, luminescence, 90 min; in the data active = max activation above about 30%; also: 0% is about no effect; mostly tested at two doses, the higher about 12 µM
Target sequence (P35462 whole entry, looked up): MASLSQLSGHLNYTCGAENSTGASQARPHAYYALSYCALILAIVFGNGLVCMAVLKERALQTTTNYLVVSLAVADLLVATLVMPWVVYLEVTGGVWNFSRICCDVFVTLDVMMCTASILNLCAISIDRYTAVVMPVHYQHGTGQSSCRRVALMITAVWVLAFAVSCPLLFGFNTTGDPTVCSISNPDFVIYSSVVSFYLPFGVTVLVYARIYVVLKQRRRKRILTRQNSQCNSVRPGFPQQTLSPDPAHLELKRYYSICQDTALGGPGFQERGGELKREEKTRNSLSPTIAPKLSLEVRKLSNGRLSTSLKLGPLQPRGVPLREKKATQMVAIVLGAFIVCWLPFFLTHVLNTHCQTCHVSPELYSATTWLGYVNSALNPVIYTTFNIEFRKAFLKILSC
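Agonist mode: compounds and dopamine controls were applied to plated cells for 90 min at 37 degrees C after an overnight attachment at 1500 cells/well. Luminescent read-out followed 30 - 60 minutes at room temperature with DiscoveRx detection reagent.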
GLP1R cytotox – qHTS of GLP-1 Receptor Inverse Agonists: Cytotox Screen | HEK293 cAMP-luciferase reporter cells, luminescence, 24 h | Potency, µM (top dose mostly 38.3 µM), inactives show top-dose activity change, negative = inhibition, usual class: inhibitors | actives 0.13% (n = 410,000);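 also: loss of luciferase light is scored as toxicity; potency is read from the fitted curve at half-maximal effect; % is scaled to controls: 0 for no effect and ±100 for the full control effect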
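To flag toxic compounds, the library was rerun on cells for 24 hr at 37 deg C and 5% CO2. Viability-linked luminescence was captured 12 min after adding luciferase detection reagent.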
IL-1B inflam inh – qHTS for Inhibitors of Inflammasome Signaling: IL-1-beta AlphaLISA Primary Screen; THP-1 LPS/ATP IL-1B secretion, AlphaLISA, 16 h; active compounds read low; activity change, % at 57.5 µM; actives 4.7% (n = 360,000); AID 743279, 2014; in the data active = activity change below about -50%; inconclusive = mostly about -30% to -49%; also: % is scaled to controls: 0 for no effect and ±100 for the full control effect
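Secreted IL-1B measured by AlphaLISA bead assay after 16 h compound exposure of THP-1 cells; compounds (final up to 57.5 uM) added 1 h before LPS (250 ng/mL) and ATP (1.25 mM) stimulation; lower signal means less secretion.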
KB-3-1 tox – qHTS assay for MDR1-selective chemotherapeutics: Primary screen using the parental adenocarcinoma cell KB-3-1; KB-3-1 viability, CellTiter-Glo ATP luminescence, 72 h; Potency, µM (titrated, usually from 46.1 µM), for inactives: at the top dose activity change, negative = cytotoxic, actives largely listed as cytotoxic; actives 1.4% (n = 400,000); also: potency is read from the fitted curve at half-maximal effect; % is scaled to controls: 0 for no effect and ±100 for the full control effect; nearly all actives have a fitted effect of over 60% in size
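Here the drug-naive KB-3-1 line serves as comparator for MDR sub-line selectivity; cells received compound titrations, 72 h at 37 °C, then CellTiter-Glo readout.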
* hit, by the source's call; i = inactive; ? = inconclusive; nt = no result given; [ ] = remark or other dose. Unless noted, calls follow the shape of the dose curve; as a rule, active = well fitted curve in the direction sought with a large enough effect; inconclusive = small, poorly fitted or top-dose-only effect, or another doubt; inactive = no such curve, though single readings can be large; an effect the other way counts as inactive or inconclusive.

Screens in order: MCF10A rerep | HT1080-NT tox | KB-V1 MDR tox | IL-1B inflam inh | GLP1R cytotox | KB-3-1 tox | HT1080 IDH1KD tx | SW480 rereplic | DRD3 agonist
COc1ccc(Cl)cc1NC(=O)CC(=O)Nc1cc(Cl)ccc1OC
  23% | -20% | -18% | 9 | ? | -3% | ? | 25% | -6
Cc1cc(C)nc(NC(N)=S)n1
  0% | 8% | 9% | 0 | -13% | 1% | 8% | 6% | -3
S=c1[nH]nc(-c2cccnc2)n1C1CCCCC1
  12% | 11% | -9% | 17 | 68%[activator] | 18% | 10% | -5% | -5
Cc1cccc(C)c1Oc1nc(-c2ccccc2)ncc1S(=O)(=O)c1ccccc1
  -2% | -3% | ? | 2 | 13% | ? | 0% | 1% | -10
Cc1ccc2cc(CN(CC3CCCO3)C(=S)Nc3ccccc3)c(=O)[nH]c2c1C (stereo not drawn)
  2.6µM* | ? | 2.3µM* | -53* | -28% | 7.3µM* | ? | 5.2µM* | -8
CC[C@@H]1CC2=C(C(=O)OC(C)(C)O2)[C@H](c2ccc(Cl)cc2)O1
  nt | 9% | 14% | 10 | 2% | 0% | 7% | nt | 8
CCOc1cc(S(=O)(=O)n2ccnc2)ccc1Cl
  -9% | 0% | ? | 35 | -14% | -15% | 10% | -6% | -1
Fc1ccc(NC(=S)Nc2cccnc2)cc1Cl
  0% | 3% | -8% | 20 | -18% | 0% | 2% | -4% | 0
CCCCC(=O)OCC(=O)Nc1ccc(SC(F)F)cc1
  0% | 0% | ? | 4 | -6% | 1% | 4% | 2% | 6
Cc1noc(C)c1C(=O)NCc1ccccc1Br
  -29% | -3% | -3% | -7 | 1% | 2% | ? | 1%[1.84 µM] | -13
Cc1c(NC(=O)CCC2CCCCC2)cc(C(=O)N2CCOCC2)cc1[N+](=O)[O-]
  8% | -5% | ? | -11 | 7% | 11% | -3% | ? | 2
COc1ccc(C(O)c2ncc(-c3ccccc3Cl)[nH]2)cc1F (stereo not drawn)
  nt | -1% | 0% | ? | 4% | 0% | -1% | nt | 1
O=c1[nH]c(C2CCCN(S(=O)(=O)c3ccc(F)cc3)C2)nc2c1nnn2Cc1ccccc1 (stereo not drawn)
  0% | -2% | 5% | -4 | -26% | 1% | -19% | 5% | 17
Cc1c(C(=O)OCCN2CCCCC2)oc2ccccc12
  3% | 17% | -9% | 8 | 27% | ? | 2% | 1% | -4
COC(=O)C(C)Sc1nc2c(c(=O)[nH]c(=O)n2C)n1CCC(C)C (stereo not drawn)
  -7% | 0% | 0% | -9 | -7% | 0% | 3% | -12% | -1
COc1cc(/C=C(\C#N)c2nc3ccccc3[nH]2)cc(Br)c1OCc1ccccc1
  18µM* | ? | -19% | -18 | 17% | -20% | ? | 18µM* | 17
Oc1[nH]c2ccc(Br)cc2c1N=Nc1ccc(C(F)(F)F)cn1
  ? | 2% | -21% | -57* | -6% | -2% | -8% | 3% | 1
COc1ccc(Cn2c(=S)[nH]c3ccccc3c2=O)cc1
  ? | -4% | 22% | 18 | 12% | 0% | -1% | -15% | 4
COc1ccccc1CN1CC(C(=O)NCc2cccnc2)CC1=O (stereo not drawn)
  -1% | 0% | -3% | 25 | 3% | -14% | 2% | 4% | -9
O=C(N/N=C/c1ccccc1OC(=O)c1ccc2c(c1)OCO2)c1cccc(F)c1
  ? | ? | ? | 122 | ? | ? | ? | ? | -7
CCNc1nc(C)c2cc(Br)c(=O)n(CC)c2n1
  ? | 2.9µM* | 6.5µM* | -2 | -25% | ? | 2.1µM* | -1% | 12
COc1ccc(N2CCc3c(C)nc4c(OC)cccc4c32)cc1
  ? | 3.7µM* | ? | -96* | ? | 4.6µM* | 3.3µM* | ? | -5
COc1ccc(-c2cc(C(=O)NC3CCCC3)no2)cc1
  12% | 16% | 1% | 0 | -2% | 5% | 13% | -1% | 7
O=S(=O)(c1cccc(Cn2nnc(-c3ccc(F)cc3)n2)c1)N1CCOCC1
  4% | -24% | ? | i | 1% | ? | -16% | 4% | 3
O=C(Cn1cnc2ccccc21)N/N=C/c1cccnc1
  1% | 18% | 2% | 36 | 4% | 21% | 9% | -12% | -9
CC1CCN(C(=O)CSc2nnc(CNC(=O)c3ccc(F)cc3)o2)CC1
  -2% | 5% | -18% | -1 | -9% | 3% | -2% | -7% | 8
CC(=O)c1ccc(NC(=O)c2ccc(CN3C(=O)CCn4nc(C)cc43)cc2)cc1
  nt | nt | 14% | nt | 1% | -13% | nt | nt | 2
Cc1cc(C)c(-c2n[nH]c3c2C(c2ccccc2F)N(CCO)C3=O)c(O)c1 (stereo not drawn)
  nt | nt | ? | nt | -4% | -4% | nt | nt | -1
CCOC(=O)c1sc(NC(=O)C2CCCCC2)nc1C
  9% | 27% | -19% | ? | 9% | 1% | 10% | 3% | -1
O=S(=O)(NNc1ccc(Cl)nn1)c1ccc(F)cc1
  -4% | -18% | 10% | -13 | 1% | 0% | -5% | -5% | 8
CCOc1ccc2[nH]c(=O)c(CN(Cc3ccco3)C(=O)c3ccc(Br)cc3)cc2c1
  16µM* | -13% | 23µM* | 2 | -3% | ? | -9% | ? | 1
O=C(O)C1C2C=CC(C2)C1C(=O)Nc1nccs1 (stereo not drawn)
  -1% | 27% | 2% | -9 | 1% | 7% | 17% | 1% | 3
Cn1c(NCc2ccccc2F)nc2cc(-c3ccsc3)sc2c1=O
  nt | ? | ? | 3 | 21% | ? | -26% | nt | 7
CCOc1ccc2nc(N/C(N)=N/C(=S)Nc3ccc(C)c(C)c3)nc(C)c2c1
  5% | -1% | -24% | -14 | -3%[1.53 µM] | -1% | -1% | -1% | 4
Cc1ccc2nc(-c3ccc(NC(=S)NC(=O)CC(C)C)cc3)sc2c1
  25% | 10% | -2% | 22 | -18% | 3% | 7% | 0% | -5
Cc1ccc(Cl)cc1N1CCN(c2ncnc3onc(-c4ccc(F)cc4)c23)CC1
  nt | nt | 9% | nt | 1% | -5% | nt | nt | -15
Cc1ccc(-c2noc(CN(C(=O)c3cccc(Br)c3)C(C)C)n2)cc1
  30% | -2% | -8% | -17 | 1% | -17% | -9% | 1% | -10
CCc1nc2ccc(C(=O)NCc3ccc4c(c3)OCO4)cn2c1N(CC)CCOC
  nt | 9% | 4% | -15 | -3% | 0% | 6% | nt | 1
CCOc1ccccc1N(CC(=O)NCCOC)C(=O)CCC(=O)Nc1ccccn1
  -21% | 25% | 15% | -9 | -12% | 20% | 4% | -10% | 27
COc1ccc(C2SCC(=O)N2c2ccccc2)cc1 (stereo not drawn)
  1% | 0% | -5% | 35 | -24% | 0% | -1% | 3% | -3
O=C(N/N=C/c1ccc2c(c1)OCO2)/C(=C/c1ccc2c(c1)OCO2)NC(=O)c1ccccc1
  13% | 2% | -6% | ? | 5% | 0% | -5% | 144% | -4
CSc1ccccc1NC(=O)CN(C)C(=O)CCc1c[nH]c2ccccc12
  1% | 1% | ? | 14 | -8% | 18% | 0% | -6% | 2
Cc1ccccc1C(=O)Oc1cc(N)n(S(=O)(=O)c2ccccc2)n1
  7% | 1% | -3% | -10 | -14% | 8% | -1% | -5% | -11
CCCCC1(CC)COC(c2ccccc2)OC1 (stereo not drawn)
  ? | 2% | 11% | -7 | 5% | -2% | 15% | 2% | -18
CC(C(=O)Nc1ccc2c(c1)OCCO2)N(C)Cc1c(F)cccc1Cl (stereo not drawn)
  21%[9.22 µM] | -12% | ? | ? | -1% | -2% | -22% | 2% | 2
O=C(C[n+]1cccc(C(=O)N/N=C/c2ccc(Br)cc2)c1)c1ccccc1
  ? | -5% | 4% | -5 | 3% | 1% | 3% | -12% | -6
N#CCc1ccc(OC(=O)c2ccncc2)cc1
  5% | -1% | 15% | 4 | -5% | 6% | 1% | 2% | 2
COc1ccccc1Nc1nc(N)nc(CN2CCOCC2)n1
  -1% | 13% | -21% | 14 | 4% | 9% | 7% | -1% | 4
Cc1cc(C)c2c(=O)n3c(nc2c1)C(C)NC(=O)c1cccnc1-3 (stereo not drawn)
  nt | 17% | 6% | -15 | 4% | 0% | 16% | nt | -4
CC1(C)CC(=O)C(C=Nc2ccccc2C(=O)O)=C(O)C1
  -2% | 8% | -1% | 25 | 6% | 0% | 1% | 7% | 1
CCN(CC)C(=O)[C@H]1CC(CC(=O)NC(C)(C)C)C(=O)N2CCc3c([nH]c4ccc(OC)cc34)[C@]12C (stereo partly drawn)
  -5% | 13% | -9% | 24 | 1% | 14% | 14% | 2% | -3
CCOc1ccccc1N(C)C(=O)NCc1noc2ccccc12
  nt | nt | 3% | nt | -4% | 1% | nt | nt | -5
O=C(CN1C(=O)NC2(CCCCCC2)C1=O)NCc1ccc(F)cc1
  -1% | 10% | -7% | -13 | 0% | -16% | 13% | -4% | 2
CNC(=O)COC(=O)/C=C/c1c(C)nn(-c2ccccc2)c1C
  -1% | 8% | -16% | 41 | -12% | -1% | 20% | -4% | -5
COc1cccc(C2c3[nH]c4ccccc4c3CCN2Cc2cccn2-c2ncccn2)c1 (stereo not drawn)
  11% | ? | -12% | -21 | 3% | ? | ? | -13% | -8
O=S(=O)(NCCCc1ccccc1)c1ccccc1
  0% | 3% | 14% | 15 | -1% | 2% | 6% | 1% | 1
O=C(c1ccc2c(c1)OCCCO2)N1CCCCC1
  -1% | 3% | 12% | 13 | -3% | 0% | 1% | -32%[inhibitor] | -6
CCOC(=O)C1CCCN(Cc2ccc(OCc3ccccc3)c(OC)c2)C1 (stereo not drawn)
  7% | -5% | ? | 10 | -8% | 4% | -4% | 1% | -11
COc1ccc(/C=C/C(=O)OCC(=O)NC2CCCC2)cc1OC
  1% | 1% | 2% | -2 | 9% | 20% | 8% | -6% | 2

Assay outcomes deposited in PubChem by National Center for Advancing Translational Sciences (NCATS).

This is a random part of the collection, and some 11% of all compounds hit somewhere here.
